Screening results: PubChem BioAssay, several laboratories
CF NFkB block: cystic fibrosis NF-kB activation inhibition. KKLEB NF-kB-GFP reporter, PAF-induced, GFP fluorescence overnight. hit rate 0.86% among 360,000. AID 588850. inhibition, % at 5 µM;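 active = at least 50% inhibition at 5 µM, scaled per plate between neutral and stimulator controls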;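 also: PAF is a Pseudomonas aeruginosa culture filtrate used as stimulus; plate controls were PAF-stimulated DMSO wells for no effect and unstimulated DMSO wells for full effect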
Peg3 prom inh: inhibitors of Peg3 promoter; HeLa PEG-Prom luciferase reporter, luminescence, overnight; inhibition, % at 20 µM; hit rate 1.7% among 360,000; AID 588405;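 active = inhibition of at least 50% at 20 µM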
NR2E3 ag-1: agonists of human NR2E3 nuclear receptor | Q9Y5X4 | CHO-S Gal4-NCOR/VP16-NR2E3 two-hybrid, luciferase | inhibition of corepressor binding, % at 3.98 µM | hit rate 0.35% among 360,000 | AID 602229;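 active = inhibition above the mean of all tested compounds plus 3 SD, cut at about 70% in these data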;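 also: 0% = DMSO with NR2E3 transfected cells and 100% = cells lacking NR2E3 construct; higher means lower luciferase signal from less NR2E3 corepressor binding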
Target sequence (Q9Y5X4 whole entry, looked up, the tested form may be a part): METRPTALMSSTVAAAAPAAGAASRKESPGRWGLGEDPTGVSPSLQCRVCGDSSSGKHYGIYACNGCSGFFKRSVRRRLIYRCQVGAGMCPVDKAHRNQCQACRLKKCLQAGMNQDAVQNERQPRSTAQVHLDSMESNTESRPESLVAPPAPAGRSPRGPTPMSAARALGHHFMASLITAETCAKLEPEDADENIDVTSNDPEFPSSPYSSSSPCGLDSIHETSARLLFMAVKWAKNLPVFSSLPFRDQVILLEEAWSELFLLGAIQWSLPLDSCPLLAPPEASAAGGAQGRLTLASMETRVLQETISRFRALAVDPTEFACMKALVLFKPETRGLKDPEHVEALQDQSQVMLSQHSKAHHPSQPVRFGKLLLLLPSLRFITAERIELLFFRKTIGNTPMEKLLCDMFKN
PDI turbidity: inhibitors of human protein disulfide isomerase; PDI insulin aggregation turbidity, A650, 90 min; inhibition, % at 10 µM; hit rate 0.052% among 350,000; AID 588391;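 active = mean inhibition across replicates of 30% or more, whatever share of single replicates reach that level; inconclusive = mean inhibition below 30% while every single replicate reaches 30%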;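 also: absorbance from insulin aggregation driven by PDI reduction with DTT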
Target sequence (P07237 whole entry, looked up): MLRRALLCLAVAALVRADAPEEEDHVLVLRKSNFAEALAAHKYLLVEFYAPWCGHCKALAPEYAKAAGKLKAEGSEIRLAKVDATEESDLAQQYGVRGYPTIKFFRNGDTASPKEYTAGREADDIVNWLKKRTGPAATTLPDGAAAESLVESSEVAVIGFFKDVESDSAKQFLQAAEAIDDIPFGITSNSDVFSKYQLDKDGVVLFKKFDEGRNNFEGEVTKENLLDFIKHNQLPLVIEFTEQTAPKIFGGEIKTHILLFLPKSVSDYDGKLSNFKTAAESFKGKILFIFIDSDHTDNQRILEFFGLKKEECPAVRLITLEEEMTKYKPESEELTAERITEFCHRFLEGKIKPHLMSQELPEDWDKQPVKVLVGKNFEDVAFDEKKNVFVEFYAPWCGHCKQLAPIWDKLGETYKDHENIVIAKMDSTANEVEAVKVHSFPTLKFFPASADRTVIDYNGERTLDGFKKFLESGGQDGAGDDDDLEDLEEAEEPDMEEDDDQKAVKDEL
KKLEB cytotox: reduces viability of KKLEB cystic fibrosis airway cells; KKLEB CF airway cells viability, ATPlite luminescence, overnight; hits give low values; cells stimulated with P. aeruginosa culture filtrate; activity change (cytotoxicity), % at 5 µM; hit rate 0.36% among 360,000; AID 602141;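 active = corrected activity change at or below -50% at 5 µM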
Vif inh: blocks HIV Vif function; HEK293T cells, Vif self-association by quenched fluorescence, imaging, 24 h; inhibition, % at 7.49 µM; hit rate 0.35% among 340,000; AID 602346; in the data active = inhibition above about 50%, passing the limit was not always enough; inconclusive = no clear call, values can overlap the other calls; inactive = below about 31%; also: some results filed as inactive read as strong as hits
Shn3 3UTR inh: inhibitors of Schnurri-3 3'UTR reporter in osteoblasts; Clone20 osteoblast Shn3 3'UTR firefly luciferase, 24 h; inhibition, % at 12.5 µM; hit rate 0.52% among 360,000; AID 588674;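 active = mean inhibition of at least 75% with every replicate also reaching 75%; inconclusive = mean inhibition at least 75% but some replicate below; inactive = mean inhibition below 75%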;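 also: 0% = median of neutral control wells and 100% = pilot-screen positive control compound; some compounds past the cut are filed as inactive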
MITF TRPM1 inh: reduces MITF-dependent TRPM1 promoter luciferase signal; SK-MEL-5 TRPM1 promoter luciferase, 24 h; inhibition, % at 12.5 µM; hit rate 0.83% among 330,000; AID 488899;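 active = mean inhibition across replicates of 60% or more, whatever share of single replicates reaches that level; inconclusive = some that reach 60%, reason not given; inactive = mean inhibition across replicates below 60%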; also: values of inactives mirror those of a sister screen read the other way
CaV13 ICDI inh: Disruptors of the CACNA1D IQ motif to Ca2+-dependent inactivation inhibitor domain association, primary screening, Förster resonance energy transfer in intact living … | inhibition, % at 12.3 µM | HEK cells, CFP/YFP FRET ICDI-IQ, plate reader, 10 min; percent FRET-ratio fall versus neutral wells | hit rate 0.098% among 340,000;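 active = mean replicate inhibition of at least 30% and at least 1% of replicates passing that level; inconclusive = only one of the two criteria is met; inactive = neither criterion is met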;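 also: 0% = median of the neutral control wells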
NR2E3 ag-2: NR2E3 (human) agonism | AID 2300 | Q9Y5X4 | GST-NR2E3/biotin-RetCOR TR-FRET, 1536-well | hit rate 0.12% among 320,000 | inhibition of corepressor binding, % at 4.78 µM;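 active = percent inhibition above the cutoff of mean plus 3 SD of all tested compounds, set per screening campaign, cut at about 20% in these data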;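 also: 0% = DMSO wells and 100% = biotin wells as full block of FRET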
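Format: 1536-well format; test system: GST-NR2E3 and biotin-RetCOR proteins; read-out basis: percent inhibition of TR-FRET ratio; timing: 5 h incubation at 4 °C; detection: time-resolved FRET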
HIF-2a block: blocks HIF-2a reporter activity; 786-0 RCC cells HIF-2a reporter, luciferase luminescence, overnight; inhibition, % at 18.8 µM; hit rate 0.72% among 360,000; AID 624352;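 active = inhibition of the luminescence signal of 40% or more relative to plate controls, in a single-dose primary screen at 18.75 µM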
An asterisk follows results filed as active; ? = inconclusive; · = no result given.

structure	CF NFkB block	Peg3 prom inh	NR2E3 ag-1	PDI turbidity	KKLEB cytotox	Vif inh	Shn3 3UTR inh	MITF TRPM1 inh	CaV13 ICDI inh	NR2E3 ag-2	HIF-2a block
COc1ccc(NC(=O)N(C)C[C@H]2Oc3ccc(NC(=O)Nc4ccc(C(F)(F)F)cc4)cc3C(=O)N([C@H](C)CO)C[C@@H]2C)cc1	-30.2	10.6	-16.9	-5.4	20.9	1.5	-5.8	8.8	-1.7	·	6.6
N#Cc1ccccc1OCC(=O)OCC(=O)c1c[nH]c2ccccc12	-3.5	-4.9	-10.0	-0.2	9.9	-1.0	-2.3	9.0	-5.7	5.1	16.1
Cc1nc(C(F)(F)F)ccc1C(=O)N1CCCC1(C)C(=O)NCC(C)C (stereo unspecified)	11.9	-4.3	-24.9	-7.9	-2.2	13.0	-6.5	·	-6.3	·	8.2
O=C(Nc1ccc2oc(-c3ccccc3)nc2c1)c1ccco1	-21.7	-350.3	-115.5	-1.7	18.4	-10.5	-75.8	-90.7	-2.1	-2.3	-318.3
CCC(C)NC(=O)CSc1c2c(nc3ccccc13)CCCC2 (stereo unspecified)	24.5	12.7	-6.2	-4.3	-4.8	8.2	-14.1	9.7	-3.1	2.3	10.2
COc1ccc(NC(=O)CC(CC(=O)O)c2cc(OC)c(OC)c(OC)c2)cc1 (stereo unspecified)	6.0	-1.9	8.4	2.1	-7.0	3.1	-15.6	7.6	-5.3	-0.8	17.2
CN1CCC(CNC(=O)Nc2ccccc2)(c2ccccc2)CC1	7.1	8.6	-13.9	-3.8	8.0	3.9	2.4	-13.7	-3.2	1.9	2.8
Cc1ccccc1C(=O)N1CCC(C(=O)Nc2ccc3c(c2)OCO3)CC1	-1.5	8.0	-4.6	5.5	-0.5	4.4	-12.0	3.6	-7.1	1.0	13.1
CC(=O)Nc1ccc(N2C(=O)c3ccc(C(=O)Nc4nnc(SCc5ccc(F)cc5)s4)cc3C2=O)cc1	-14.8	17.1	-20.1	-9.1	-2.0	6.8	8.4	-0.2	-5.0	-1.5	7.6
S=c1[nH]nc(-c2ccc(Cl)cc2)n1-c1cccnc1	-4.9	10.1	-6.6	-1.4	-1.2	12.0	7.3	5.7	-2.8	1.3	15.1
COc1cc(C(C(=O)NCC2CCCO2)N(C(=O)Cn2nnc3ccccc32)c2ccc(C(C)=O)cc2)ccc1O (stereo unspecified)	-15.2	-7.7	-4.4	1.8	12.0	30.1	-22.5	-7.4	-4.5	7.2	-13.6
COc1ccc(S(=O)(=O)NCc2csc(C)n2)cc1	-11.1	10.0	4.3	0.1	13.5	5.8	-15.4	-7.0	·	-0.8	15.0

In another format: 2 of the compounds above
COc1cc(C(C(=O)NCC2CCCO2)N(C(=O)Cn2nnc3ccccc32)c2ccc(C(C)=O)cc2)ccc1O (stereo unspecified)
  CF NFkB block: -15.2
  Peg3 prom inh: -7.7
  NR2E3 ag-1: -4.4
  PDI turbidity: 1.8
  KKLEB cytotox: 12.0
  Vif inh: 30.1
  Shn3 3UTR inh: -22.5
  MITF TRPM1 inh: -7.4
  CaV13 ICDI inh: -4.5
  NR2E3 ag-2: 7.2
  HIF-2a block: -13.6

COc1ccc(S(=O)(=O)NCc2csc(C)n2)cc1
  CF NFkB block: -11.1
  Peg3 prom inh: 10.0
  NR2E3 ag-1: 4.3
  PDI turbidity: 0.1
  KKLEB cytotox: 13.5
  Vif inh: 5.8
  Shn3 3UTR inh: -15.4
  MITF TRPM1 inh: -7.0
  CaV13 ICDI inh: ·
  NR2E3 ag-2: -0.8
  HIF-2a block: 15.0

Further compounds.
structure	CF NFkB block	Peg3 prom inh	NR2E3 ag-1	PDI turbidity	KKLEB cytotox	Vif inh	Shn3 3UTR inh	MITF TRPM1 inh	CaV13 ICDI inh	NR2E3 ag-2	HIF-2a block
CC1(c2nc3ccccc3[nH]2)CCC(=O)N1Cc1cccs1 (stereo unspecified)	0.4	-8.4	-3.9	·	-13.5	·	8.4	·	-3.5	·	1.6
Cn1nnnc1NCc1c(F)cccc1Cl	-1.7	0.4	-9.9	0.3	12.0	4.4	17.1	-8.9	-8.2	-0.6	3.9
O=C(N/N=C/c1cn(-c2ccccc2)nc1-c1ccc(F)cc1)c1ccc2c(c1)OCO2	-20.7	-36.3	-11.9	-0.6	-4.2	-4.7	18.4	-10.7	-3.3	2.6	-46.1
COc1ccccc1-n1c(SC(C)C(=O)NCC2CCCO2)nc2cc(Cl)ccc2c1=O (stereo unspecified)	-34.4	10.3	-12.4	-1.9	-3.7	6.1	16.9	20.5	-1.8	-0.1	6.8
Nc1cccnc1Sc1cc(Cl)c(Cl)cc1Cl	7.8	0.9	0.5	-1.4	-14.5	-19.6	-18.8	11.5	-4.5	0.2	1.2
CCOc1ccc(OCCOc2ncnc3ccccc23)cc1	0.7	-139.6	-53.0	10.8	-6.3	-7.4	-10.9	-32.4	-6.3	1.5	-167.4
O=C(CSc1nccc(=O)[nH]1)Nc1ccc(N2CCOCC2)cc1	-19.3	-2.5	-15.6	-3.8	-1.8	·	-10.3	-5.1	-2.2	1.4	13.5
Cc1ccc(S(=O)(=O)CCC(=O)OCCOc2cccc(Br)c2)cc1	4.6	-7.7	12.8	8.2	-13.5	-2.2	-13.2	-5.9	-5.9	-0.7	-3.1
N#Cc1ccc(NC(=S)NC(=O)C2CC2)cc1	2.0	-16.8	-7.2	2.8	12.5	7.3	-19.3	·	-14.3	·	-36.9
CC1(C)C=Cc2cc(-c3coc4cc(O)cc(O)c4c3=O)cc(O)c2O1	12.9	-215.6	-69.0	·	-8.2	-14.3	-29.9	-32.9	·	-1.6	-191.4
CCCC(=O)Nc1cc(Cl)ccc1C	7.9	2.6	9.2	-2.2	5.2	?	-15.2	-11.5	-1.6	-0.9	9.1
Cc1cccc(C(=O)NCc2nnc(SCC(=O)Nc3nnc(C)s3)n2C)c1	-24.7	10.4	15.1	-5.5	4.1	0.4	11.0	-5.1	-6.9	-3.3	0.3
CC(C)c1ccc(NC(=O)C2Cc3c(-c4ccco4)ccnc3O2)cc1 (stereo unspecified)	-26.2	-2.5	-17.2	12.5	-7.7	-7.8	-2.3	·	-4.9	·	-19.2
COc1ccc(OC)c(NC(=O)c2oc3c(c2C)C(O)CC(C)(C)C3)c1 (stereo unspecified)	29.4	-0.1	-24.5	-1.2	-14.8	·	19.0	-4.2	-7.6	1.9	2.2
COCCOC(=O)c1cc(C(=O)c2cc(Cl)ccc2O)coc1=N	-18.8	4.8	0.1	19.0	-5.1	-1.0	-3.4	5.3	21.4	-0.4	13.7
CCOC(=O)C(=O)Nc1ccccc1C(=O)OCC	-1.2	9.4	-12.3	0.2	20.5	7.6	-13.6	-17.0	-19.4	0.2	3.7
CCOc1ccc(NC(=O)CCN2C(=O)C3CCCCC3C2=O)cc1OCC (stereo unspecified)	-0.6	10.7	-12.9	6.7	-0.8	-6.9	-4.7	-2.0	-1.8	-2.9	5.9
O=C(O)CNC(=O)C12CC3CC(CC(Cl)(C3)C1)C2	-16.8	16.4	-13.8	-0.2	41.4	-17.1	-10.2	2.7	1.0	2.2	17.6
COc1ccc(/C=C(/NC(=O)c2cccs2)C(=O)NC(C)(C)C)cc1OC	8.9	7.7	1.1	-6.7	-4.4	0.3	-3.9	3.4	-19.0	-0.7	13.2
O=C(Nc1ccc(F)cc1)C1CCCN(S(=O)(=O)c2ccc(-n3cnnn3)cc2)C1 (stereo unspecified)	11.9	24.8	-20.2	1.5	-6.2	-6.7	-1.4	-4.7	-2.4	5.7	16.6
CC1=C(C(=O)NCc2ccccc2)C(c2ccc(C)o2)n2ncnc2N1 (stereo unspecified)	-5.4	19.0	-10.1	5.9	-2.9	8.7	-2.5	2.2	-5.3	-0.2	17.3
Nc1ccc(O)cc1C(=O)OCC(=O)c1ccc(C2CCCCC2)cc1	-3.0	-59.7	-13.1	-10.4	13.1	0.6	24.3	-9.7	-4.5	2.0	6.4
O=S(=O)(NC1=NCCC1)c1cccc(NS(=O)(=O)c2ccc(OC(F)(F)F)cc2)c1	15.7	15.1	6.1	-2.4	-1.0	6.0	-17.4	-5.2	-5.5	1.2	13.0
CCc1nnc(NC(=O)c2sc3nc4c(cc3c2N)CCCCCC4)s1	5.9	-239.6	-94.5	-29.7	4.8	-2.0	-31.8	-46.2	-10.1	3.5	-213.1
CC(=O)Nc1cccc(NC(=O)c2cccc(S(=O)(=O)N3CCN(Cc4ccccc4)CC3)c2)c1	-19.0	18.8	10.8	-2.4	15.8	-12.9	1.0	3.9	-3.0	-1.2	20.5
O=C(COC(=O)c1ccccc1Br)Nc1cc(S(=O)(=O)N2CCOCC2)ccc1N1CCCC1	15.1	5.7	-13.8	9.9	0.6	-13.4	14.5	-9.5	-20.7	-2.0	-0.8
Cc1ccc2cc3c(NC(=O)C4CCCO4)nn(CC(C)C)c3nc2c1 (stereo unspecified)	-3.2	7.5	-10.5	-7.8	6.5	-9.4	-0.7	-10.8	-4.3	-2.9	13.5
CCc1cccc(C)c1NC(=O)CCCN1C(=O)NC(C)(C)C1=O	-17.4	8.2	-14.6	1.3	1.6	8.5	-13.0	0.7	-3.3	1.8	6.1
COCCCn1c(=O)/c(=C\c2ccccc2OC(F)F)s/c1=C(/C#N)C(=O)NC(C)C	7.8	11.7	-3.7	3.5	-6.3	1.0	16.1	4.6	-17.8	7.1	18.5
O=C(CSc1nc(C2CC2)nc2ccccc12)Nc1ccccc1	38.5	24.9	6.5	-46.0	-14.7	10.3	-8.7	5.6	-4.4	-0.1	7.6
C=CSc1sc(Cl)c(N2CCOCC2)c1[N+](=O)[O-]	8.3	21.1	15.4	-1.2	12.1	-1.5	-59.0	-23.2	-4.4	-1.9	3.1
CC(C)C(C(=O)NCC1CCCO1)N(Cc1ccccc1)C(=O)CNS(=O)(=O)c1ccccc1 (stereo unspecified)	9.2	7.2	-15.3	-2.5	1.7	-3.2	4.6	-6.8	-3.8	1.6	2.3
